# ARFGAP1 inhibitor – inhibitors of rat ARFGAP1 GAP activity, primary screen, biochemical, fluorescence polarization, GDP tracer | ADP-ribosylation factor GTPase-activating protein 1 (Rattus norvegicus), Q62848 | Arfgap1-stimulated ARF1 GTP hydrolysis, GDP FP detection | inhibition, % at 16.5 µM | 0.26% of 360,000 active | AID 651572, 2012;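 active = inhibition above a per-plate limit, mean inhibition of low control wells plus 3 SD, cut at about 25% in these data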;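 also: 0% = DMSO wells with enzyme and 100% = wells lacking Arfgap1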
#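 material = rat Arfgap1 catalytic domain, aa 1-136 | also added = human ARF1(Δ1-17)-GTP substrate | compound dosing = one concentration, 16.5 µM, DMSO 1.26% | times = GTP hydrolysis reaction 2 h at 25 °C | measured by = FP, GDP Alexa 633 tracer displaced from anti-GDP antibody, 620/688 nm | evaluation = percent inhibition of Arfgap1-stimulated GTP hydrolysis | replication = single well per compound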
# ADAM10 inh – human ADAM10 inhibitors, primary screen, biochemical, QFRET, HTS. Disintegrin and metalloproteinase domain-containing protein 10 (Homo sapiens), O14672. recombinant ADAM10, EDANS/DABCYL FRET peptide cleavage, 3 h. inhibition, % at 7 µM. 0.62% of 370,000 active. AID 720582, 2013;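 active = inhibition above a per-campaign cutoff equal to the mean of compounds falling between control-based bounds plus 3 SD, cut at about 20% in these data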;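 also: 0% = DMSO wells while the 100% control is not disclosed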
# Target sequence (O14672 214-748 limits assumed): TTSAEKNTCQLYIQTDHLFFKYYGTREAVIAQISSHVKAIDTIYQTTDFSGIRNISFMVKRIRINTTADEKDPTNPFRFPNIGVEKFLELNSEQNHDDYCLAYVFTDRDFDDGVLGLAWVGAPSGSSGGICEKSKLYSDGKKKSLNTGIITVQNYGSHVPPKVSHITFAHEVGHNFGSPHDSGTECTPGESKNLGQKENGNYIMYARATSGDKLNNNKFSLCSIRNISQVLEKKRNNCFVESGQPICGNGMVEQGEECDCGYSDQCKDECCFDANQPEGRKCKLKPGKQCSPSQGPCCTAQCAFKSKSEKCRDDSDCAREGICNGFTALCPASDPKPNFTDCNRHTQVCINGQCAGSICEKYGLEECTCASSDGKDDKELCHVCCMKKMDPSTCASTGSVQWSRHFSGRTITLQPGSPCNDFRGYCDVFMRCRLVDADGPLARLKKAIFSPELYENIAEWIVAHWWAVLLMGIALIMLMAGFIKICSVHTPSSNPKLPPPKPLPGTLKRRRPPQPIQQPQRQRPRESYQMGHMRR
# rCAG binder – binders of r(CAG) RNA repeats, primary screen, biochemical, fluorescence. r(CAG) RNA repeat, TO-PRO-1 dye displacement fluorescence. 1.3% of 370,000 active. inhibition, % at 3 µM;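 active = inhibition above the plate cutoff, the mean of all test compounds on that plate plus 3 SD, cut at about 35% in these data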;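 also: 0% = DMSO alone and 100% = 100 µM mitoxantrone as full dye displacement; higher means more dye released from RNA so lower well fluorescence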
# NPR1 activator – GC-A stimulated cGMP production enhancers – HEK293 GC-A cells, cGMP TR-FRET, EC30 ANP, primary screen; 0.14% of 370,000 active; activation, % at 10 µM; AID 1671463, 2021; Atrial natriuretic peptide receptor 1 (Homo sapiens), P16066; 0% at EC30 ANP, 100% saturating ANP; in the data active = activation above about 40%
# GAA850 FXN act – FXN promoter activators, primary screen, cell-based, luciferase luminescence, HEK293 lucGAA850; HEK293 lucGAA850 FXN promoter luciferase reporter, 24 h; percent of 10 µM SAHA response; activation, % at 6 µM; 0.56% of 360,000 active; AID 540364, 2011;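 active = activation above the average of all compounds screened plus 3 SD, cutoff fixed separately per campaign, cut at about 7.5% in these data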;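 also: 0% = DMSO wells and 100% = 10 µM SAHA wells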
# proKLK7 act – proKLK7 zymogen activators, primary screen, biochemical, fluorescence intensity; Kallikrein-7 (Homo sapiens), P49862; purified proKLK7, EDANS-DABCYL substrate fluorescence; 100% is mature enzyme control, 0% vehicle; activation, % at 7 µM; 0.9% of 370,000 active; AID 652039, 2013;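 active = activation above the mean of all tested compounds plus 3 SD, computed per campaign excluding outliers beyond control limits, cut at about 13% in these data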
# DDE Tn6 FP inh – inhibitors of Tn6 peptide binding to fibrin DD(E), primary screen, biochemical, fluorescence polarization, human fibrin, Tn6 probe | Fibrin DD(E) TRITC-Tn6 fluorescence polarization displacement | inhibition, % at 8.3 µM | 0.21% of 370,000 active;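 active = inhibition above a per-campaign cutoff: mean of compounds within control limits plus 3 SD, cut at about 15% in these data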;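 also: 0% = median of all compound wells on the plate and 100% = blocking peptide control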
# HGIII-sPLA2 inh – human group III sPLA2 inhibitors, primary screen, biochemical, QFRET, BODIPY PC-A2 liposome substrate; inhibition, % at 12.2 µM; QFRET BODIPY PC-A2 liposome hydrolysis, fluorescence; Group 3 secretory phospholipase A2 (Homo sapiens), Q9NZ20; 0.56% of 370,000 active; AID 743126, 2013;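 active = inhibition above mean plus 3 SD of compounds lying within the high and low control bounds, cut at about 19% in these data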;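 also: 0% = median of test compound wells and 100% = no enzyme DMSO wells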
# ASAP1 inh – inhibitors of human ASAP1 ArfGAP activity, primary screen, biochemical, fluorescence polarization | Arf-GAP with SH3 domain, ANK repeat and PH domain-containing protein 1 (Homo sapiens), … | ASAP1-stimulated ARF1 GTP hydrolysis, GDP FP detection | inhibition, % at 16.5 µM | 0.19% of 360,000 active | AID 624377, 2012; in the data active = inhibition above about 25%;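 also: 0% = vehicle with enzyme and substrate and 100% = no enzyme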
# Target sequence (Q9ULH1 325-724 limits assumed): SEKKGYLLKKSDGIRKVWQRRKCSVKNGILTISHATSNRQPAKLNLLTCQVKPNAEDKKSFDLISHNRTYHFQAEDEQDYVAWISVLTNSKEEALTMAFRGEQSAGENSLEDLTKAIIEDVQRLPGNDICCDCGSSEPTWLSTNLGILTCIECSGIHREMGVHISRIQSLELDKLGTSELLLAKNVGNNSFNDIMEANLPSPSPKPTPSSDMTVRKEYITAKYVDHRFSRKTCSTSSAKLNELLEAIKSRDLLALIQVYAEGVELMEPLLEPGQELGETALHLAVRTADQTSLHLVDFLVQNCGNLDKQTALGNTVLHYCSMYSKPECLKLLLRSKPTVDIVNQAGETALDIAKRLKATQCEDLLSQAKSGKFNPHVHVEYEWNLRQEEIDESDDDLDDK
# NPR2 activator – human GC-B receptor activators, primary screen, HEK293 GC-B cells, cGMP TR-FRET, EC30 CNP; 0% at EC30 CNP, 100% saturating CNP; activation, % at 10 µM; 0.11% of 370,000 active; AID 1920062, 2024;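 active = activation at 10 µM reaching about 35% in either raw or pattern-adjusted values, limit read from the data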
# Starred values were filed as active, the others as inactive; / = no result given; & = joins results of further samples. No enrichment for hits; overall some 4.5% were active at least once.
SMILES,ARFGAP1 inhibitor,ADAM10 inh,rCAG binder,NPR1 activator,GAA850 FXN act,proKLK7 act,DDE Tn6 FP inh,HGIII-sPLA2 inh,ASAP1 inh,NPR2 activator
Cc1ccc(NC(=O)CN(C)C(=O)c2ccc3[nH]c4c(c3c2)CC(C)CC4)cc1 (stereo not drawn),13,-62,10,-1,-0.4,2.0,2,-16,12,-4
O=C(Nc1ccc2c(c1)OCCO2)c1cnc2ccccn2c1=O,-9,-7,2,0,5.3,-0.4,3,-4,6,1
COc1ccc(CCNC(=O)C/C(C)=N/NC(=O)c2ccc([N+](=O)[O-])cc2Cl)cc1OC,-7,0,4,-1,-0.9,0.6,-4,-8,5,0
CC1(c2ccccc2)NC(=O)N(CC(=O)N(CC(=O)Nc2ccccc2C(F)(F)F)Cc2ccco2)C1=O (stereo not drawn),10,-3,-3,2,0.2,-0.1,-3,-4,-14,-1
COc1ccc(C(CNC(=O)C(CCSC)NC(=O)c2ccccc2Cl)N2CCCC2)cc1 (stereo not drawn),-6,-130,0,-8,-2.4,-1.0,-2,7,-8,-7
CCOc1ccccc1C1C(C#N)=C(N)Oc2cc(N)ccc21 (stereo not drawn),4,-245,24,10,-1.1,11,3,-5,-3,4
COC(=O)c1ccc(-n2nnnc2SC)cc1,5,-9,-3,0,-0.8,0.4,4,-1,-13,-3
O=C(COc1ccccc1)NCCSc1ccccc1,6,1,-4,11,-0.2,1.0,-1,1,-8,4
O=C(OCc1ccccc1)c1ccc(NCc2cc(O)ccc2O)cc1,10,14,12,7,-12,0.5,-11,26*,9,2
CCCCn1c(SCC(=O)NC(=O)NCc2ccco2)nc2cc(S(N)(=O)=O)ccc21,-3,-2,7,3,-0.2,0.5,3,-17,4,2
COc1ccc(C2=NOC(C(=O)NCC(C)C)C2)cc1 (stereo not drawn),8,-6,-2,1,6.6,-0.5,-8,5,7,1
CN1CCN(C(=O)c2ccc3c(c2)S(=O)(=O)c2ccccc2C3=O)CC1,-2,6,3,4,2.1,0.0,1,4,-5,-2
COc1cc(NCC2COc3c(ccc(OC)c3OC)C2=O)c([N+](=O)[O-])cc1OC (stereo not drawn),-11,-14,6,2,/,-0.3,4,0,13,-5
COC(=O)c1ccc(Cn2c(C)c(C(=O)NCc3cccs3)sc2=O)o1,-6,3,1,-3,-0.8,0.5,0,5,-11,-5
O=C(CSc1nnc2c3ccccc3c3ccccc3c2n1)Nc1ccccc1F,3,-10,10,6,0.9,-0.2,-6,-3,-11,-4
COCC(C)NC(C(=O)Nc1ccc(C)c(Cl)c1)c1ccccc1 (stereo not drawn),14,5,-6,2,-0.6,-0.7,3,-9,9,0
N#Cc1ccccc1CSc1nc2ncc(Br)cc2[nH]1,4&24,-16&0,3&4,-4&-6,2.0&-2.4,0.6&-0.9,-1&4,14&-10,1&-5,-1&-8
Cc1cc2c(c(/C=C/C(=O)c3ccccc3)c1)OC1(C=C2)Oc2ccccc2C(=O)N1C (stereo not drawn),0,10,1,-9,1.4,0.4,3,-5,0,-2
CCOC(=O)c1ccc(NC(=O)NNS(=O)(=O)c2cc(OC)ccc2OC)cc1,10,3,4,-2,1.1,0.7,-2,-9,6,-5
CCOC(=O)C(=O)N=Nc1c(O)[nH]c2ccccc12,-4,2,1,0,0.1,0.5,3,4,-3,-2
COc1ccc(SCCN2CC[C@@H](O)CCC2=O)cc1,5,5,-2,0,1.4,0.1,12,4,6,3
CC1(C)CC(=O)c2sc(NC(=O)c3ccc4ncsc4c3)nc2C1,-9,-4,8,-3,1.8,0.6,1,-8,7,-4
Cc1cc(NC(=O)COC(=O)CCNS(=O)(=O)c2ccccc2)n(-c2ccccc2)n1,2,3,-1,0,-0.9,-0.3,1,5,-2,-8
COC(=O)c1cccc(NC(=O)c2cccc([N+](=O)[O-])c2)c1,3,-8,-2,-1,1.3,0.6,-4,9,3,4
CCCCC(c1nnnn1CS(=O)(=O)c1ccc(C)cc1)N1CCN(C)CC1 (stereo not drawn),-7,-6,-8,-2,-1.7,-0.8,-5,-14,1,0
CNC(=S)NNC(=O)c1cc(C(C)(C)C)nn1Cc1ccc(F)cc1,-3,0,4,2,1.4,0.0,-3,4,-5,-3
CC(=O)Nc1ccccc1-c1nc2cc(C#N)c(C#N)cc2[nH]c1=O,-1,-32,5,-6,0.5,-0.7,-3,-2,15,-1
C=CCSc1nnc(-c2ccccc2N=Cc2c(C)[nH]n(-c3ccccc3)c2=O)c(=O)[nH]1,-2,5,41*,-2,3.4,0.1,-2,-7,-6,1
O=C(c1ccc(Br)cc1)c1cc2ccc(O)cc2oc1=O,9,-3,13,2,1.7,-0.7,1,-11,-3,3
COc1ccc(C(C#N)(CCC#N)CCC#N)cc1OC,5,6,-2,1,-0.7,0.4,1,1,-2,1
COC(=O)c1ccc2nc(-c3ccc(Cl)cc3)c(Cc3ccc(OC)cc3C)n2c1,-10,-21,11,26,/,-1.9,-1,-4,4,28
CC(C)(C)c1cc(C(=O)NNC(=O)c2ccc(C(F)(F)F)cc2)no1,4,1,-1,2,1.0,-0.1,-8,-33,5,2
CCn1cc(C(=O)NCCc2ccc(Cl)cc2)c(=O)c2ccc(C)nc21,1,-6,0,7,1.6,-0.4,0,2,-6,0
CC(=O)Nc1ccc(S(=O)(=O)Nc2cccc(-c3csc(C)n3)c2)cc1,2,0,2,-2,-3.0,-0.6,-3,-26,3,-2
Cc1ccc(CSc2nnc3ccc(-c4ccncc4)nn23)cc1,12,-6,-4,2,6.8,-0.8,2,4,2,5
COC(=O)c1ccccc1NC(=O)c1cc2ncc(Br)cn2n1,-8,3,1,-1,-1.1,0.5,-4,-1,6,-7
O=C(Nc1cccc(S(=O)(=O)NC2=NCCC2)c1)c1ccccc1OC(F)F,8,-1,0,1,0.9,-0.5,-5,0,2,0
O=c1ccc(-c2ccc(S(=O)(=O)Nc3ccc(F)cc3)s2)n[nH]1,1,-1,4,-4,-0.5,-0.5,-1,3,13,-8
CCOC(=O)c1oc2ccccc2c1CSc1nnnn1-c1ccccc1,3,0,0,3,2.5,0.0,-7,-4,0,1
CCCCOC(=O)C1=C(C)N(C)C(=O)NC1c1cc2c(cc1Br)OCO2 (stereo not drawn),-1,0,2,-6,0.3,-0.5,-1,12,-3,-7
Cc1cc(Cl)c(OCCOCCN2CCN(C)CC2)c(Br)c1,-14,-7,-4,0,2.3,0.5,1,-3,13,0
CCC1C(O)=C(c2ccccn2)C(=N)N1c1ccccc1 (stereo not drawn),20,-20,-5,2,2.8,1.3,1,4,-13,1
COc1cc(C2CC(c3cccnc3)=NN2c2ccc(F)cc2)cc(OC)c1OC (stereo not drawn),4,-65,0,1,0.3,-2.8,3,-1,8,-10
O=C(CSc1nc2ccccc2n1-c1ccccc1)NCC1CCCO1 (stereo not drawn),14,-1,-6,-7,0.5,0.4,0,-5,21,-6
CCCCNCCOCCOc1ccc(Cl)cc1Br,0,-3,3,-14,-2.1,-0.5,0,-3,13,-9
CN1CCN(NC(=O)Nc2ccc(Br)cc2Cl)CC1,17,-3,-8,0,2.9,-0.5,0,-7,10,2
CC1(C(=O)Nc2ccccc2F)CCN1C(=O)Cc1ccc(-c2ccccc2)cc1 (stereo not drawn),14,0,3,0,-3.2,0.7,1,-5,9,1
CCOC(=O)[C@]12CCCC=C1N(Cc1cccc3ccccc13)C(=O)[C@H](CC(=O)N1CCSCC1)C2,7,-3,6,1,/,-0.1,0,-12,-3,0
O=c1c2sccc2nc(SCc2ccc([N+](=O)[O-])cc2)n1Cc1ccccn1,2,-9,-2,-9,3.9,2.9,1,2,-5,-4
Cc1ccc(S(=O)(=O)N2CCN(C(=O)COC(=O)C3CCC3)CC2)c(C)c1,9,-8,-7,0,-0.5,0.4,4,8,5,-1
COC(=O)[C@@]12CCCCC3=C1N(CCC3)C(=O)[C@H]2CC(=O)NCc1ccc(C)o1,/,3,2,-1,/,0.2,-4,0,/,1
COc1ccccc1NC(=O)CCC(=O)N/N=C(/C)c1ccc(C)cc1,-19,7,-1,-2,-0.6,-0.5,-2,-6,8,0
Cc1cc(Cl)ccc1C(=O)C1CCCN(C(=O)CN2CCOC2=O)C1 (stereo not drawn),-1,-6,-4,1,-1.1,-0.2,-2,4,-2,8
O=[N+]([O-])c1ccc2[nH]c(O)c(N=NC(=S)NCC3CCCO3)c2c1 (stereo not drawn),4,-1,3,8,0.6,-0.1,2,2,2,5
CSCCC(NS(=O)(=O)c1ccc(C)cc1)C(=O)NCC(C)(C)N1CCOCC1 (stereo not drawn),-16,-14,-1,-1,-0.8,-0.7,-1,9,-10,7
CCN(CC)C(=O)CSc1ncnc2sc(C)c(C)c12,9,1,-4,3,3.0,0.1,3,2,1,-2
CCCCCCN1C[C@@H](O)[C@H](n2cc(-c3ccc(F)cc3)nn2)C[C@@H]1c1ccc(C)cc1,13,1,4,-1,1.2,-0.9,3,4,-6,6
Cc1ccc2nc(N3CCC(C(=O)NC4CCCCC4)CC3)sc2c1,-1,8,1,2,-1.6,-0.4,0,0,-5,-7
CCOC(=O)c1cc(NC(=O)Nc2nccs2)c(C)nc1C,-1,-3,2,2,1.9,-0.4,-1,-2,3,2
CC(C)c1c(C#N)c(N)nc(SCC(=O)c2cc3ccccc3oc2=O)c1C#N,10,-3,7,6,-0.1,-9.0,1,-5,-15,7

# Molecules from the list above that have a tert-butyl group:
SMILES,ARFGAP1 inhibitor,ADAM10 inh,rCAG binder,NPR1 activator,GAA850 FXN act,proKLK7 act,DDE Tn6 FP inh,HGIII-sPLA2 inh,ASAP1 inh,NPR2 activator
CNC(=S)NNC(=O)c1cc(C(C)(C)C)nn1Cc1ccc(F)cc1,-3,0,4,2,1.4,0.0,-3,4,-5,-3
CC(C)(C)c1cc(C(=O)NNC(=O)c2ccc(C(F)(F)F)cc2)no1,4,1,-1,2,1.0,-0.1,-8,-33,5,2

# Assay outcomes: PubChem, several laboratories
